H1N1 NS1A inhibition: H1N1 influenza NS1A inhibitors, functional cell based assay (AID 504329). NS1A functional cell-based assay, percent inhibition; higher % means a stronger effect. inhibition, % at 12.5 µM, or IC50 in µM where a hit was titrated. hit rate 0.3% among 340,000; in the data active = a potency from the dose series; inconclusive = inhibition above about 27% without an active follow-up result; also: strong numbers were not always called active
H37Rv inhibition: M. tuberculosis growth inhibition, HTS (AID 449762). M. tuberculosis H37Rv growth inhibition, 7H9 media; higher % means a stronger effect. inhibition, % at 25 µM, or IC50 in µM where a hit was titrated. hit rate 0.59% among 330,000; in the data active = a potency from the dose series; inconclusive = inhibition above about 70% without an active follow-up result;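 also: bacterial growth assessed after seven days of incubation; strong numbers were not always called active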
M. tuberculosis: growth inhibition of non-replicating M. tuberculosis (AID 488890) | Mycobacterium tuberculosis non-replicating, growth inhibition; higher % means a stronger effect | inhibition, % at 25 µM; hits with a dose series show IC50 in µM | hit rate 0.39% among 320,000; in the data active = a potency from the dose series; inconclusive = inhibition mostly from about 82% at the one dose, without a potency; inactive = the rest, 99 in 100 with inhibition below about 76%;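 also: plate controls were DMSO cells for no effect and high antibiotic wells for full effect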
inhibitors of VEEV: inhibitors of VEEV TC-83 cytopathic effect, confirmation, Vero cells (AID 588727) | Vero cells, VEEV TC-83 cytopathic effect inhibition; higher % means a stronger effect | inhibition, % at 20 µM, or IC50 in µM where a hit was titrated | hit rate 0.13% among 350,000; in the data active = a potency from the dose series; inconclusive = inhibition mostly from about 14% at the one dose, without a potency; inactive = the rest, 99 in 100 with inhibition below about 12%; also: strong numbers were not always called active
PhoP GFP inhibition: PhoP regulon inhibitors, Salmonella typhi PhoP promoter GFP reporter, confirmatory (AID 1850). Salmonella Typhi PhoP-promoter GFP reporter, fluorescence, 4 h; higher % means a stronger effect. inhibition, % at 50 µM, or IC50 in µM where a hit was titrated. hit rate 0.33% among 310,000; in the data active = a potency from the dose series; inconclusive = inhibition mostly from about 25% at the one dose, without a potency; inactive = the rest, 99 in 100 with inhibition below about 19%;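 also: 0% = induced wells with vehicle and 100% = uninduced wells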
inhibitors of VEEV 10K pilot screen: also measured in inhibitors of VEEV; calls as there; inhibition, %; measured here: 10K pilot screen inhibition
Starred values were filed as active, the others as inactive; i = inactive; ? = inconclusive; / = no result given; & = joins results of further samples.

SMILES	H1N1 NS1A inhibition	H37Rv inhibition	M. tuberculosis	inhibitors of VEEV	PhoP GFP inhibition	others
Cc1cccc(C)c1NC(=S)N1CCC(N(C)CC2CCCO2)CC1 (stereo not given)	2%	-12%	-4%	1.1%	-8%
OCC(O)C1OC(c2ccccc2)OC(CO)C1O (stereo not given)	8%	/	/	0.0%	/
COc1ccc(CNC(=O)c2cnc3cc(C)ccn3c2=O)cc1	5%	-5%	/	2.0%	/
COc1ccc2cc(C(c3nnnn3CCc3ccccc3)N3CCCC(C)C3)c(=O)[nH]c2c1 (stereo not given)	-1%	-16%	26%	4.0%	12%
O=C1c2ccccc2C(=O)N1OCc1ccccc1[N+](=O)[O-]	3%	-6%	-4%	0.7%	-4%	inhibitors of VEEV 10K pilot screen=1.0
CCN1CCS/C1=C/C=C/C1=[N+](CC)CCS1	10%	-5%	71%	i	3%
CC(C)(C)NC(=O)CC1C[C@H](C(=O)N2CCOCC2)[C@@]2(C)c3[nH]c4ccccc4c3CCN2C1=O (stereo not given in full)	-12%	2%	1%	i	/
CCOc1ccc(NC(=O)CSc2nc3ccccc3nc2N2CC(C)OC(C)C2)cc1 (stereo not given)	7%	12%	2%	i	-4%	inhibitors of VEEV 10K pilot screen=0.6
N#Cc1c(SCC(=O)Nc2nccs2)sc2c(O)cc(=O)[nH]c12	4%	-5%	-10%	1.5%	2%
COc1ccc(NC(=O)CS(=O)CC(=O)Nc2ccc(-n3cnnn3)c(C)c2)cc1 (stereo not given)	-8%	-8%	-9%	4.3%	2%
O=C(O)CCC(=O)Nc1nc2nccc(-c3ccccc3)n2n1	-3%	-13%	-6%	4.9%	-8%
O=C(CCN1C(=O)/C(=C/c2cccs2)SC1=S)NC1=NCCS1	3%	5%	36%	0.8%	-5%
Cc1[nH]n(-c2ccccc2)c(=O)c1N=Nc1cccc(S(=O)(=O)N2CCOCC2)c1	-16%	5%	-3%	0.6%	-7%
O=C(Cn1nc(C(=O)O)c2ccccc2c1=O)Nc1ccccc1C(F)(F)F	2%	1%	-9%	2.0%	5%
Cc1ccc(S(=O)(=O)NCC(=O)N(CC(=O)NCC2CCCO2)Cc2ccccc2)cc1 (stereo not given)	-1%	1%	-5%	0.8%	-2%
CCc1ccc(C(=O)Nc2ccc(OC)c(S(=O)(=O)N3CCOCC3)c2)cc1	-11%	25%	17%	1.2%	-1%
N#Cc1c[nH]n2c(=O)c3c(nc12)CCCC3	/	-2%	-4%	/	-1%
O=C(CCCN1C(=O)/C(=C/c2ccccc2Cl)SC1=S)NCCCN1CCOCC1	9%	1%	42%	9.2%	5%
Cc1cc(NC(=O)CSc2nccn2-c2ccc(Cl)cc2)no1	-3%	-5%	1%	1.0%	-3%
Cc1ccc(C)c(Nc2cc(C)nc3ncnn23)c1	2%	-1%	-6%	0.4%	6%
C/[N+]([O-])=C/c1c(OCc2ccc(Cl)cc2Cl)ccc2ccccc12	7%	5%	2%	i	-1%
CC(C)C[C@@]12C(=O)N(c3cccc(Br)c3)C(=O)N1[C@H](c1ccc(F)cc1)[C@@H]1C(=O)N(C3CCCCC3)C(=O)[C@@H]12	-6%	2%	2%	i	-3%	inhibitors of VEEV 10K pilot screen=0.7
CCOc1cccc(/C=C2/NC(=O)N(CC(=O)Nc3cccc(C)c3)C2=O)c1O	-13%	24%	-13%	8.5%	2%
COc1cc(S(=O)(=O)N2CCN=C2c2ccccc2)c(OC)cc1Cl	0%	-5%	4%	2.0%	2%
CCn1c(SCC(=O)Nc2ccccc2OC)nc(O)cc1=O	-3%	2%	8%	0.6%	11%
C/C(=N\NC(=O)CN1CCN(c2ccc(F)cc2)CC1)c1ccco1	-20%	-2%	6%	1.6%	-4%
COc1ccc(CCNC(=O)c2nn(C)c3c2CS(=O)(=O)c2ccccc2-3)c(OC)c1	8%	2%	1%	13%	-7%
O=C(O)CN(Cc1ccccc1)S(=O)(=O)c1ccc2c(c1)OCCO2	2%	0%	/	0.9%	-2%
O=C(O)/C=C/c1cn(Cc2ccccc2)nc1-c1ccc(Cl)cc1	0%	-6%	0%	0.6%	6%
COc1cccc2c1C(=O)c1c(O)c3c(c(O)c1C2=O)C[C@@](O)(C(=O)CO)C[C@@H]3O[C@H]1C[C@H](N)[C@H](O)[C@H](C)O1	20%	?	?	5.2%	-71%&-72%
CCn1c(COc2cccc3cccnc23)nnc1SCC(=O)OC	-3%	10%	-4%	0.7%	-12%
COc1ccc(C(CNS(=O)(=O)c2ccc(C)cc2)N2CCN(C)CC2)cc1 (stereo not given)	0%	-12%	-16%	i	3%
Cc1cccc(-n2nc(C(=O)Nc3ccccc3)n3c(=O)cc(-c4ccccc4)nc23)c1	-6%	-4%	0%	4.5%	-2%	inhibitors of VEEV 10K pilot screen=1.9
O=C(NC1CC2CCCC(C1)N2S(=O)(=O)c1ccccc1)c1ccccc1 (stereo not given)	0%	-9%	18%	5.8%	-16%
COc1cc(C(=O)N2CCc3ccccc32)cc(OC)c1OC	2%	-2%	15%	i	-8%
OCC[C@@H]1C[C@H](O)[C@@H](O)[C@]2(CCc3ccccc3O2)O1	0%	-2%	-7%	0.1%	8%
COc1ccc(CN(C(=O)c2ccccc2OC)C2CCS(=O)(=O)C2)cc1 (stereo not given)	-5%	-5%	-6%	1.5%	5%
COc1ccc(Nc2nc(-c3cccc([N+](=O)[O-])c3)nc3ccccc23)c(OC)c1	-8%	3%	-31%	0.2%	2%
Cn1c(=O)c2c(ncn2CC(=O)N/N=C/C=C\c2ccccc2[N+](=O)[O-])n(C)c1=O	/	-1%	4%	/	6%
Cc1c(Cc2ccccc2)sc(NC(=O)C(C)(C)C)c1C(N)=O	7%	5%	8%	7.8%	4%
Cc1ccc(C(C)NC(=O)c2ccncc2)c(C)c1 (stereo not given)	13%	4%	10%	i	-2%
COc1ccc(S(=O)(=O)N2CCOC2CNC(=O)C(=O)NCCc2ccc(OC)c(OC)c2)cc1 (stereo not given)	3%	7%	16%	0.1%	-1%
Cc1cc(NC(=O)COC(=O)C2CC(=O)N(c3ccc(C)c(Cl)c3)C2)no1 (stereo not given)	1%	2%	-1%	1.0%	-5%
Cc1ccc(S(=O)(=O)NCc2ccc3c(c2)cc(C)n3C)cc1	87µM*	7%	75%	2.8%	-4%
CCCCCC1C(C(=O)OCC)C(=O)NC1(C(=O)OCC)C(=O)OCC (stereo not given)	-19%	/	/	0.2%	/
CCN(CC)S(=O)(=O)c1ccc(N2CCOCC2)c(NC(=O)c2cc(Cl)c3c(c2)OCO3)c1	2%	-1%	28%	7.5%	/
Cc1noc(C)c1S(=O)(=O)Nc1ccc2c(c1)C(=O)N([C@H](C)CO)C[C@H](C)[C@@H](CN(C)C(=O)Nc1ccc3c(c1)OCO3)O2	3%	4%	4%	0.9%	/
COC(=O)C1CCN(C(=O)CN2C(=O)NC(CCc3ccccc3)C2=O)CC1 (stereo not given)	-5%	-13%	-6%	8.6%	4%
CSc1ncccc1C(=O)Nc1ncc(C)s1	-3%	4%	13%	0.1%	-2%
N#Cc1cc2c(=O)n3ccccc3nc2n(CCCN2CCOCC2)c1=O	7%	-5%	-9%	1.1%	-6%
Cc1ccc(S(=O)(=O)N/N=C\c2cn(CC(N)=O)c3ccccc23)cc1	-11%	-1%	-5%	1.4%	-1%
CCOc1ccc(CN(C)C(=O)c2cc(S(=O)(=O)N3CCCC3)ccc2C)cc1	-2%	-13%	22%	i	/
COc1ccc(CN2CCN(c3ccccc3OC)CC2)cc1OC	-2%	-4%	/	i	1%
CCn1c(COc2cccc(C)c2)nnc1SCC(=O)NC1CCCC1	-5%	-6%	-13%	1.5%	-5%
Cc1cc(C)n(-c2ccc(C(=O)NCC(c3ccco3)N3CCCC3)cc2)n1 (stereo not given)	3%	-2%	1%	0.6%	/
Cc1ccc(NC(=O)NC(=O)N(c2ccccc2)S(C)(=O)=O)cc1	2%	8%	4%	5.0%	0%
COc1ccc(-c2nn(-c3ccccc3)cc2/C=N/NC(=O)c2ccc3c(c2)OCO3)cc1	/	4%	-8%	/	-5%
CCOC(=O)c1c(C)n(C)c2ccc(OCC(O)Cn3nc(C)cc3C)cc12 (stereo not given)	1%	5%	24%	2.0%	-1%
O=C(Nc1ccc(Cl)cc1)c1ccc2c(c1)OCO2	6%	-3%	18%	0.7%	-1%
CCOC(=O)C1(CCc2ccccc2)CCN(Cc2cc(OC)c(OC)cc2OC)CC1	8%	6%	55%	i	6%

Sorted by heavy-atom count (smallest number first): three of the compounds above
SMILES	H1N1 NS1A inhibition	H37Rv inhibition	M. tuberculosis	inhibitors of VEEV	PhoP GFP inhibition	others
Cc1ccc(C(C)NC(=O)c2ccncc2)c(C)c1 (stereo not given)	13%	4%	10%	i	-2%
Cc1ccc(NC(=O)NC(=O)N(c2ccccc2)S(C)(=O)=O)cc1	2%	8%	4%	5.0%	0%
CCOc1ccc(CN(C)C(=O)c2cc(S(=O)(=O)N3CCCC3)ccc2C)cc1	-2%	-13%	22%	i	/

The listing continues.
SMILES	H1N1 NS1A inhibition	H37Rv inhibition	M. tuberculosis	inhibitors of VEEV	PhoP GFP inhibition	others
CCc1cc2c3c(c1)C(C)CC(C)(C)N3C(=O)C2=O (stereo not given)	8%	10%	72%	i	-6%
Cc1ccccc1OCCNc1cc(N2CCNCC2)ccc1[N+](=O)[O-]	/	?	?	/	20%
COC(CSc1nc(N)c2c3c(sc2n1)CN(C)CC3)OC	6%	-12%	-3%	i	6%
CCn1c(SCc2nc3ccccc3nc2C)nnc1-c1cccs1	4%	-2%	/	i	2%	inhibitors of VEEV 10K pilot screen=3.1
CSc1nc(Cl)c(Cc2ccc(OC(C)C)cc2)c(N2CCOCC2)n1	8%	4%	9%	7.5%	0%
CCCc1[nH]nc2c1C(c1ccc(OC(=O)N3CCOCC3)c(OC)c1)C(C#N)=C(N)O2 (stereo not given)	0%	4%	0%	0.8%	1%
CNC(=S)Nc1ccc(C23CC4CC(CC(C4)C2)C3)cc1	5%	61%	?	i	-6%
Cc1ccc(-c2nn(-c3ccc(F)cc3)cc2C(=O)N(C)CC(=O)Nc2ccc(N3CCOCC3)cc2)cc1	-3%	5%	-4%	6.7%	1%
Cn1c(C2=C(O)CN(Cc3ccccc3)C2=N)nc2ccccc21	11%	-1%	19%	0.5%	2%
O=C(NCC(=O)N(c1cccnc1)C(C(=O)NC1CCCC1)c1ccccc1F)c1ccco1 (stereo not given)	2%	-10%	1%	i	8%
CC(C)CN(CC(C)C)CC(O)COc1ccccc1Br (stereo not given)	-11%	4%	21%	1.5%	-6%
O=C(CSc1nnc(CN2CCCC2)n1-c1ccc(F)cc1)c1ccc2c(c1)OCO2	-2%	/	/	5.5%	/
COc1cccc(CNC(=O)CCC2CCCN(C(=O)C3=CC(=O)CC(C)(C)O3)C2)c1 (stereo not given)	2%	0%	-8%	i	8%
CC(=O)c1ccc(N2CCC(c3cc(-c4ccc(Cl)cc4Cl)n[nH]3)CC2)c([N+](=O)[O-])c1	5%	18µM*	29%	i	-2%	inhibitors of VEEV 10K pilot screen=2.9
COc1ccc(CSc2nc3ccccc3c(=O)n2CCCN2CCOCC2)cc1F	0%	61%	22%	3.9%	0%
Cn1cnnc1SCC(=O)Nc1sccc1C#N	-8%	-13%	-4%	i	-7%
COc1cc2c(cc1OC)CN(C1CC(=O)N(c3c(C)cccc3C)C1=O)CC2 (stereo not given)	2%	-2%	?	1.1%	2%
Cc1c(NC(=O)COc2ncnc3c(Cl)cc(Cl)cc23)c(=O)n(-c2ccccc2)n1C	15%	-10%	-4%	i	-5%	inhibitors of VEEV 10K pilot screen=0.2
Cc1c(C)n(CC(O)CN2CCN(C)CC2)c2ccccc12 (stereo not given)	3%	-7%	4%	i	-4%
CCOC(=O)c1ccccc1NC(=O)CN(c1ccccc1)S(=O)(=O)N(C)C	8%	7%	7%	0.2%	-8%

Six compounds picked at random from the list so far, as already listed:
SMILES	H1N1 NS1A inhibition	H37Rv inhibition	M. tuberculosis	inhibitors of VEEV	PhoP GFP inhibition	others
O=C(NCC(=O)N(c1cccnc1)C(C(=O)NC1CCCC1)c1ccccc1F)c1ccco1 (stereo not given)	2%	-10%	1%	i	8%
COc1cccc(CNC(=O)CCC2CCCN(C(=O)C3=CC(=O)CC(C)(C)O3)C2)c1 (stereo not given)	2%	0%	-8%	i	8%
O=C(CSc1nnc(CN2CCCC2)n1-c1ccc(F)cc1)c1ccc2c(c1)OCO2	-2%	/	/	5.5%	/
COc1ccc(CSc2nc3ccccc3c(=O)n2CCCN2CCOCC2)cc1F	0%	61%	22%	3.9%	0%
CSc1nc(Cl)c(Cc2ccc(OC(C)C)cc2)c(N2CCOCC2)n1	8%	4%	9%	7.5%	0%
CCn1c(SCc2nc3ccccc3nc2C)nnc1-c1cccs1	4%	-2%	/	i	2%	inhibitors of VEEV 10K pilot screen=3.1

Source: PubChem (Southern Research Specialized Biocontainment Screening Center)
